Screening data as filed in PubChem BioAssay.
LYP inhibition – inhibitors of LYP phosphatase, biochemical, fluorescence intensity, uHTS (AID 1779) | recombinant LYP phosphatase, fluorescence intensity; higher % means a stronger effect | inhibition, % at 11.5 µM, or IC50 in µM where a hit was titrated | hit rate 0.054% among 290,000;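 also: plate controls were vehicle with enzyme for no effect and no enzyme for full effect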
Lipid droplet – hepatic lipid droplet formation modulation. AML12 mouse hepatocytes, oleate lipid droplets, BODIPY imaging. hit rate 0.4% among 240,000. AID 1656. inhibition, % at 6.5 µM;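 active = lipid droplet intensity inhibited by at least 50%, with more than 500 cells counted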
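Material – mouse AML12 hepatocyte cell line, fixed after treatment · Compound dosing – one dose, 6.5 µM compound · Times – compound with oleate, overnight · Measured by – Image-based BODIPY and DAPI two-channel analysis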
SIAH1 antagonists – Siah-1 peptide-binding antagonists, primary screen, biochemical, fluorescence polarization, rhodamine-plectin, uHTS (AID 1817) | Siah-1 / rhodamine-plectin peptide fluorescence polarization; higher % means a stronger effect | displacement, % at 20 µM; hits with a dose series show IC50 in µM | hit rate 0.02% among 290,000;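 active = displacement of at least 50% at 20 µM, with a fluorescence ratio check between 0.3 and a set limit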;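 also: plate controls were Siah plus tracer with DMSO for no effect and tracer alone without Siah for full effect; strong numbers were not always called active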
HEK293 NOD2/NF-kB – inhibition of NOD2-driven NF-kB reporter – cell-based, luminescence, uHTS, HEK293 (AID 1566). HEK293 NOD2/NF-kB luciferase reporter, luminescence; higher % means a stronger effect. one-dose inhibition, % at 4 µM; EC50 in µM for titrated hits. hit rate 0.63% among 290,000; also: many of its hits are not listed in these tables
XIAP displacement – XIAP antagonists, biochemical, IAP family, fluorescence polarization (AID 1018); hit rate 0.007% among 200,000; XIAP BIR domain, fluorescence polarization peptide displacement; higher % means a stronger effect; displacement, % at 20 µM, or IC50 in µM where a hit was titrated; in the data active = displacement above about 50%; also: a part of the inactive calls stands beside numbers as strong as those of hits
P. falciparum M1AAP – malaria alanyl aminopeptidase activity blockers – biochemical, fluorogenic H-Leu-NHMec substrate, 1536-well (AID 1445); recombinant M1AAP, H-Leu-NHMec fluorogenic kinetic assay; higher % means a stronger effect; one-dose inhibition, % at 30 µM; IC50 in µM for titrated hits; hit rate 0.42% among 220,000;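 active = primary inhibition above the hit cutoff, then over 50% inhibition at one or more dose response concentrations, cut at about 23% in these data, passing the limit was not always enough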;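 also: plate controls were DMSO full reaction for no effect and no enzyme background for full effect; strong numbers were not always called active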
CSM14.1 death rescue – protection against thapsigargin-triggered cell killing – 384-well, CSM14.1, ATP luminescence, primary screen (AID 1222); CSM14.1 thapsigargin-induced death rescue, ATP luminescence; higher % means a stronger effect; 190,000 tested, under 10 active; cellular ATP content (survival), % at 20 µM, or EC50 in µM where a hit was titrated;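 active = EC50 below 50 µM in the dose-response confirmation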;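 also: death triggered by thapsigargin at about 15 µM added after 2 h compound pretreatment; cell ATP read after overnight thapsigargin exposure of roughly 18 to 22 hours; normalized against plate controls of thapsigargin alone and 5% DMSO vehicle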
M17LAP inhibition – P. falciparum M17LAP inhibitors, primary screen, biochemical, fluorogenic H-Leu-NHMec substrate, 1536-well (AID 1619). recombinant M17LAP, H-Leu-NHMec fluorogenic kinetic assay; higher % means a stronger effect. one-dose inhibition, % at 30 µM; IC50 in µM for titrated hits. hit rate 0.38% among 220,000;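 active = compound inhibiting the enzyme by more than half at any dose during confirmatory dose-response retesting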;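 also: plate controls were full reaction with DMSO carrier for no effect and no enzyme background for full effect; strong numbers were not always called active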
AID2073 – inhibitors of Mint1-CaV2.2 protein interaction, biochemical, HTRF (AID 2073). HTRF protein-protein interaction, Mint1-CaV2.2; higher % means a stronger effect. hit rate 0.19% among 290,000. one-dose inhibition, % at 20 µM; IC50 in µM for titrated hits; in the data active = inhibition mostly above about 51%, no sharp cut-off; also: some results filed as inactive read as strong as hits
Lipid droplet cells 6.5 µM – recorded beside Lipid droplet, whose call it bears; cell count; measured here: cell count, cytotoxicity flag;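 cells counted across two imaged fields per well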
Starred values were filed as active, the others as inactive. Rule as the data show it, unless noted: active = inhibition above about 50%; inactive = the rest. The list is partial (hit frequency here may not be typical).

For CC(=O)Nc1ccc(N(C(=O)c2cnccn2)C(C(=O)NC2CCCCC2)c2ccc(O)cc2)cc1 (stereo not drawn) the results were LYP inhibition -5.6%, Lipid droplet -1.1, SIAH1 antagonists 1.5%, HEK293 NOD2/NF-kB 4.2%, XIAP displacement -1.2%, P. falciparum M1AAP 1.4%, CSM14.1 death rescue -1.2%, M17LAP inhibition 3.5%, AID2073 -0.5% and Lipid droplet cells 6.5 µM 701.
For CC1=CC=CC2=NC(=O)CC(C)(C(=O)N(CC(=O)NC(C)C)C3CCCC3)N12 (stereo not drawn) the results were LYP inhibition -8.8%, Lipid droplet 5.7, SIAH1 antagonists 2.2%, HEK293 NOD2/NF-kB 12.5%, XIAP displacement -5.2%, P. falciparum M1AAP 5.1%, M17LAP inhibition 9.1%, AID2073 6.6% and Lipid droplet cells 6.5 µM 691.
CC(=O)Nc1ccc(NC(=O)CC(C)n2ccnc2)cc1 (stereo not drawn) was read as LYP inhibition -7.7%, Lipid droplet 20.5, SIAH1 antagonists -2.5%, HEK293 NOD2/NF-kB 2.7%, AID2073 -1.1% and Lipid droplet cells 6.5 µM 840.
Screening CCNC(=O)N(C(=O)NCC)n1c(C)nnc1C returned LYP inhibition 14.1%, SIAH1 antagonists 0.4%, HEK293 NOD2/NF-kB 2.6%, XIAP displacement -16.4%, P. falciparum M1AAP 3.4%, CSM14.1 death rescue 0.1%, M17LAP inhibition -8.1% and AID2073 8.5%.
For COc1cc2cc(CN(Cc3cccs3)C(=S)Nc3cccc(C)c3)c(=O)[nH]c2cc1OC the results were LYP inhibition -10.5%, Lipid droplet -12.7, SIAH1 antagonists 4.8%, HEK293 NOD2/NF-kB 2.7%, XIAP displacement -3.3%, P. falciparum M1AAP 0.0%, CSM14.1 death rescue 1.7%, M17LAP inhibition -7.2%, AID2073 25.1% and Lipid droplet cells 6.5 µM 584.
For CCOc1ccc(NC(C)c2cc(Cl)ccc2O)cc1 (stereo not drawn) the results were LYP inhibition -0.3%, Lipid droplet 25.4, SIAH1 antagonists -2.3%, HEK293 NOD2/NF-kB -3.0%, XIAP displacement -3.2%, P. falciparum M1AAP 0.6%, CSM14.1 death rescue -2.1%, M17LAP inhibition 6.6%, AID2073 -8.0% and Lipid droplet cells 6.5 µM 691.
Screening COc1cc(C(=O)N2CCc3ccccc32)ccc1OCc1c(C)noc1C returned LYP inhibition 1.8%, Lipid droplet -7.5, SIAH1 antagonists 1.5%, HEK293 NOD2/NF-kB 2.4%, P. falciparum M1AAP 0.5%, M17LAP inhibition 5.5%, AID2073 7.6% and Lipid droplet cells 6.5 µM 745.
Screening O=C1[C@@H]2C(c3cccnc3)=NO[C@@H]2C(=O)N1c1ccc(Cl)cc1Cl returned LYP inhibition -2.2%, Lipid droplet 4.1, SIAH1 antagonists -1.2%, HEK293 NOD2/NF-kB -5.7%, P. falciparum M1AAP 5.9%, M17LAP inhibition 4.7%, AID2073 2.2% and Lipid droplet cells 6.5 µM 676.
Screening CCC(C)NC(=O)CSc1nc2ccccc2c(=O)n1CCCN1CCCCC1 (stereo not drawn) returned LYP inhibition -4.8%, Lipid droplet 2.9, SIAH1 antagonists -0.5%, HEK293 NOD2/NF-kB 21.4%, AID2073 8.6% and Lipid droplet cells 6.5 µM 799.
Screening COc1ccc(Br)cc1-c1noc(-c2ccccc2)n1 returned LYP inhibition 2.9%, Lipid droplet 3.3, SIAH1 antagonists 6.5%, HEK293 NOD2/NF-kB 1.2%, XIAP displacement 0.9%, P. falciparum M1AAP 4.2%, M17LAP inhibition -9.1%, AID2073 3.0% and Lipid droplet cells 6.5 µM 729.
Screening CC(C)(C)C(=O)NC1CC2CCCC(C1)N2C(=O)Nc1ccccc1Cl (stereo not drawn) returned LYP inhibition -6.3%, Lipid droplet -4.3, SIAH1 antagonists 4.1%, HEK293 NOD2/NF-kB -10.7%, AID2073 -1.0% and Lipid droplet cells 6.5 µM 807.
Screening Cc1cccc(N(CC(=O)N2CCCC2)S(C)(=O)=O)c1 returned LYP inhibition -12.5%, Lipid droplet -1.3, SIAH1 antagonists -3.7%, HEK293 NOD2/NF-kB -15.2%, AID2073 5.9% and Lipid droplet cells 6.5 µM 816.
`O=c1sc(N2CCN(c3ccccc3F)CC2)nc2ccsc12` gave LYP inhibition 3.7%, Lipid droplet 13.3, SIAH1 antagonists 12.8%, HEK293 NOD2/NF-kB -137.6%, XIAP displacement -4.2%, P. falciparum M1AAP 0.8%, CSM14.1 death rescue -2.4%, M17LAP inhibition -2.9%, AID2073 14.7% and Lipid droplet cells 6.5 µM 664.
For Cn1c(-c2cc3ccccc3oc2=O)nc2ccccc21 the results were LYP inhibition -0.2%, Lipid droplet -9.0, SIAH1 antagonists -0.8%, HEK293 NOD2/NF-kB -44.9%, P. falciparum M1AAP 1.6%, M17LAP inhibition -1.0%, AID2073 42.6% and Lipid droplet cells 6.5 µM 701.
`Cc1ccc(CNC(=O)CSc2nc(C)cc(C)c2C#N)cc1` gave LYP inhibition -4.9%, SIAH1 antagonists 0.7%, HEK293 NOD2/NF-kB 27.2%, XIAP displacement -4.2%, P. falciparum M1AAP 2.1%, CSM14.1 death rescue -1.3%, M17LAP inhibition 0.4% and AID2073 -5.5%.
For CCOC(=O)N1CCN(C(=O)CS(=O)(=O)c2cn(Cc3ccccc3C)c3ccccc23)CC1 the results were LYP inhibition -2.7%, Lipid droplet 2.6, SIAH1 antagonists 2.7%, HEK293 NOD2/NF-kB -2.4%, XIAP displacement -9.5%, P. falciparum M1AAP 2.8%, CSM14.1 death rescue -1.2%, M17LAP inhibition -9.5%, AID2073 -3.3% and Lipid droplet cells 6.5 µM 673.
Screening CS(=O)(=O)Nc1ccc(-c2cn3cccnc3n2)cc1 returned LYP inhibition -14.5%, Lipid droplet -11.6, SIAH1 antagonists -7.6%, HEK293 NOD2/NF-kB 3.4%, AID2073 26.7% and Lipid droplet cells 6.5 µM 853.
Screening CCOC(=O)C1=C(CN2CCN(c3ccc(F)cc3)CC2)NC(=O)NC1c1cccs1 (stereo not drawn) returned LYP inhibition 3.5%, SIAH1 antagonists -1.7%, HEK293 NOD2/NF-kB -1.4%, XIAP displacement -3.0%, P. falciparum M1AAP 22.5%, CSM14.1 death rescue 1.6%, M17LAP inhibition 2.1% and AID2073 5.2%.
COc1cc2ccccc2cc1C(=O)Nc1ccc(N2CCN(C)CC2)cc1 was read as LYP inhibition 0.2%, Lipid droplet -1.6, SIAH1 antagonists 5.7%, HEK293 NOD2/NF-kB -37.7%, XIAP displacement -8.4%, CSM14.1 death rescue -1.5%, AID2073 3.4% and Lipid droplet cells 6.5 µM 722.
For COCCCNC(=O)CC(=O)N/N=C\c1ccc(SC)cc1 the results were LYP inhibition -2.9%, Lipid droplet 1.7, SIAH1 antagonists -4.4%, HEK293 NOD2/NF-kB 4.1%, XIAP displacement -8.9%, P. falciparum M1AAP 1.4%, CSM14.1 death rescue 0.3%, M17LAP inhibition 0.1%, AID2073 7.1% and Lipid droplet cells 6.5 µM 726.
Screening COc1ccc2nc(SCC(=O)NCC(F)(F)F)[nH]c2c1 returned LYP inhibition -6.3%, Lipid droplet 0.3, SIAH1 antagonists -3.6%, HEK293 NOD2/NF-kB 0.7%, XIAP displacement -9.9%, P. falciparum M1AAP 2.3%, CSM14.1 death rescue 1.6%, M17LAP inhibition 4.4%, AID2073 -9.1% and Lipid droplet cells 6.5 µM 696.
For C=CCc1cc(Cl)ccc1OCCNCCCOC the results were LYP inhibition 0.7%, Lipid droplet 25.0, SIAH1 antagonists 10.8%, HEK293 NOD2/NF-kB 14.2%, XIAP displacement 0.7%, P. falciparum M1AAP -4.3%, CSM14.1 death rescue -2.7%, M17LAP inhibition 6.2%, AID2073 47.3% and Lipid droplet cells 6.5 µM 631.
Screening Cc1cc(-c2ccccc2)nc(Cl)c1C#N returned LYP inhibition -7.7%, Lipid droplet 18.9, SIAH1 antagonists 12.0%, HEK293 NOD2/NF-kB 17.2%, XIAP displacement -4.9%, P. falciparum M1AAP 2.6%, CSM14.1 death rescue 7.7%, M17LAP inhibition 5.4%, AID2073 18.9% and Lipid droplet cells 6.5 µM 679.
Screening c1ccc(-c2ccccc2OCCCCn2ccnc2)cc1 returned LYP inhibition -3.7%, Lipid droplet -8.4, SIAH1 antagonists -0.4%, HEK293 NOD2/NF-kB -7.6%, AID2073 -5.8% and Lipid droplet cells 6.5 µM 806.
CC1Cc2cc(S(=O)(=O)NCc3ccccc3)ccc2N1C(=O)C1CCC1 (stereo not drawn) was read as LYP inhibition -10.6%, Lipid droplet 11.4, SIAH1 antagonists 0.2%, HEK293 NOD2/NF-kB 30.0%, AID2073 -6.3% and Lipid droplet cells 6.5 µM 721.
Screening COc1ccc(Cn2c(C)nnc2-c2cnn(C)c2N)cc1OC returned LYP inhibition 0.8%, SIAH1 antagonists -9.5%, HEK293 NOD2/NF-kB -20.8%, XIAP displacement -5.5%, P. falciparum M1AAP 13.5%, CSM14.1 death rescue 0.4%, M17LAP inhibition 8.4% and AID2073 27.9%.
Screening Cc1cccc(-c2nc3ccccc3c(=O)n2NC(=O)c2cccs2)c1 returned LYP inhibition -6.0%, Lipid droplet 4.3, SIAH1 antagonists 9.6%, HEK293 NOD2/NF-kB 5.9%, XIAP displacement -2.4%, P. falciparum M1AAP 44.1µM*, CSM14.1 death rescue 4.6%, M17LAP inhibition 2.1%, AID2073 8.9% and Lipid droplet cells 6.5 µM 645.
`CCOC(=O)c1ccc(S(=O)(=O)Nc2ccc(N3CCOCC3)cc2)cc1` gave LYP inhibition -5.1%, Lipid droplet 86.5*, SIAH1 antagonists 8.3%, HEK293 NOD2/NF-kB 15.9%, AID2073 2.5% and Lipid droplet cells 6.5 µM 785*.
`COc1ccc(NC(=O)CC2C(=O)N(C)C(=S)N2Cc2ccc3c(c2)OCO3)cc1` (stereo not drawn) gave LYP inhibition -4.3%, Lipid droplet 3.5, SIAH1 antagonists -0.3%, HEK293 NOD2/NF-kB 12.5%, XIAP displacement -6.3%, P. falciparum M1AAP 3.7%, CSM14.1 death rescue 0.0%, M17LAP inhibition -5.9%, AID2073 -6.1% and Lipid droplet cells 6.5 µM 694.
For Cc1cccc(-c2nnc(SCC(=O)N3CCOCC3)o2)c1 the results were LYP inhibition -3.3%, Lipid droplet -1.9, SIAH1 antagonists 3.0%, HEK293 NOD2/NF-kB -13.3%, AID2073 10.6% and Lipid droplet cells 6.5 µM 818.
COc1ccc(C(O)P(=O)(OC(C)C)OC(C)C)c(OC)c1 (stereo not drawn) was read as LYP inhibition 0.0%, Lipid droplet -32.0, SIAH1 antagonists 1.7%, HEK293 NOD2/NF-kB 3.6%, P. falciparum M1AAP -1.0%, M17LAP inhibition -1.1%, AID2073 18.0% and Lipid droplet cells 6.5 µM 704.
